14-3-3g Raf: 14-3-3 gamma protein interaction modulation; inhibition, % at 40 µM; AID 422; FP, 14-3-3gamma / TMR-pS259-Raf peptide binding; hit rate 0.19% among 160,000; in the data active means inhibition above about 30%;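 further: 0% = protein plus tracer without compound and 100% = blank with tracer alone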
Target sequence (P61981 whole entry, looked up): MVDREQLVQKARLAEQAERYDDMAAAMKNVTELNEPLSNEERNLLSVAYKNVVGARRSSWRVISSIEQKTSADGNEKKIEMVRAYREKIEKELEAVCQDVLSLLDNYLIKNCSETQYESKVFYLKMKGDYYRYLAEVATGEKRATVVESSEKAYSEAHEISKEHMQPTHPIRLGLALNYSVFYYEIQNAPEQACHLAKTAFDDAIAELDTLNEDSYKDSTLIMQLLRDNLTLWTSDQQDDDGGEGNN
* hit, by the source's call; & = joins results of further samples.

SMILES	14-3-3g Raf
CCc1ccc(Sc2cc(C(=O)NCCCN3CCCCC3)c3ccccc3n2)cc1	-40
Cc1cc(C)nc(NC(=NS(=O)(=O)c2ccc(Br)cc2)N2CCC(C)CC2)n1	-5
C=CCn1cc(C(=O)N2CCN(c3cccc(Cl)c3)CC2)c(=O)c2cc(S(=O)(=O)N3CCc4ccccc4C3)ccc21	0
COc1cc2c(cc1OC)C(C(=O)N1CCN(c3ccc(F)cc3)CC1)C1c3ccccc3CCN1C2=O (stereo unspecified)	0
CC(=O)N1CCc2cc(Br)cc(S(=O)(=O)NCCc3cccc(C)c3)c21	-16
Cc1ccc(S(=O)(=O)N2CCC(C(=O)N3CCc4ccccc4C3)CC2)cc1	-5
CCCCc1ccc(NC2=CC(=NS(=O)(=O)c3ccc(F)cc3)c3ccccc3C2=O)cc1	-49
O=C(c1nn2c(c1Cl)NC(c1ccc(Cl)cc1)CC2C(F)(F)F)N1CCSCC1 (stereo unspecified)	-3
COCCCNC(=O)CCCC(=O)NCCCOC	-3
O=S(=O)(c1cccc2nsnc12)N1CCc2ccccc2C1	-3&-11
CCOc1ccccc1NC(=O)c1c(NC(=O)C23CC4CC(CC(C4)C2)C3)sc2c1CCCC2	-1
CCOCCCn1c(=N)c(C(=O)NC)cc2c(=O)n3ccccc3nc21	-6
COc1cc2c(cc1NC(=O)c1ccc(Br)o1)oc1ccccc12	5
COC(=O)[C@H](Cc1ccccc1)NC(=O)NCCc1ccc(S(N)(=O)=O)cc1	-7
O=C1CCCC2=C1C(Cc1ccccc1)C1=C(CCCC1=O)O2	-11
O=C(O)c1cc(S(=O)(=O)Nc2ccc(O)cc2)ccc1O	0
Cc1noc(C)c1S(=O)(=O)N1CCC(C(=O)N2CCN(Cc3ccc4c(c3)OCO4)CC2)CC1	-2&0
O=C(CCN1CCc2ccccc2C1)c1ccc2c(c1)OCCO2	3
CS(=O)(=O)c1ccc2nc(NC(=O)c3ccc4c(c3)OCCO4)sc2c1	-3
Cc1ccc(C)c(NC(=O)CSc2nccn2-c2cccc(Cl)c2)c1	1

Four of these compounds, reformatted.
SMILES | 14-3-3g Raf
O=C1CCCC2=C1C(Cc1ccccc1)C1=C(CCCC1=O)O2 | -11
O=C(O)c1cc(S(=O)(=O)Nc2ccc(O)cc2)ccc1O | 0
Cc1noc(C)c1S(=O)(=O)N1CCC(C(=O)N2CCN(Cc3ccc4c(c3)OCO4)CC2)CC1 | -2&0
O=C(CCN1CCc2ccccc2C1)c1ccc2c(c1)OCCO2 | 3

Other structures follow:
SMILES	14-3-3g Raf
CC(=O)c1ccc(S(=O)(=O)N2CCOCC2)cc1	-6
CCN1CCN(Cc2coc3ccc(C)cc3c2=O)CC1	-3
O=C1CCCN1c1ccc(S(=O)(=O)NCCc2ccc(Cl)cc2)cc1	-3
COc1ccccc1NC(=O)c1c(NCc2ccc(C)o2)sc2c1CCCC2	-35
O=C(O)CCCc1ccccc1	1
O=C(C1CCC1)N1CCc2cc(S(=O)(=O)NCCCN3CCOCC3)ccc21	-1
O=C(CN(Cc1ccc(F)cc1)C(=O)Cn1nnc2ccccc21)NCC1CCCO1 (stereo unspecified)	-4
COc1ccc(S(=O)(=O)N2CCCC(C(=O)NC3CCCCC3)C2)cc1 (stereo unspecified)	6
O=C1CCCC(=O)N1c1ccc(NCCOCCO)c([N+](=O)[O-])c1	-3
Cc1ccc(-c2c3c([nH]c(=S)c2C#N)CCCC3)o1	-7

Taken from the results shown for reference:
SMILES	14-3-3g Raf
COc1ccccc1NC(=O)c1c(NCc2ccc(C)o2)sc2c1CCCC2	-35
O=C(O)CCCc1ccccc1	1
O=C(C1CCC1)N1CCc2cc(S(=O)(=O)NCCCN3CCOCC3)ccc21	-1

The list goes on.
SMILES	14-3-3g Raf
CCOC(=O)C1=CN(c2ccc(C)c(C)c2)C=C(C(=O)OCC)C1c1cccc(Cl)c1	-9
COc1ccc(C(C)(C)C)cc1NC(=O)Nc1ccc2c(c1)OCO2	-2
CCOC(=O)c1c(CN2CCCCC2)n(C)c2cc(Br)c(O)c(CN(C)C)c12	3
O=C(Nc1ccccc1NC(=O)NC1CCCCC1)NC1CCCCC1	-4
CCOc1cc2c(cc1OCC)C1C(C(=O)NCCN3CCOCC3)c3ccccc3C(=O)N1CC2 (stereo unspecified)	8
O=C(CN1C(=O)CSc2ccc(S(=O)(=O)N3CCCCCC3)cc21)NCc1ccc2c(c1)OCO2	-6
CC1CC(C)(C)NC(=S)N1CCC(=O)NCCc1ccc(S(N)(=O)=O)cc1 (stereo unspecified)	-2
CCc1ccccc1S(=O)(=O)Cc1ccc(C(=O)NCc2ccc3c(c2)OCO3)o1	-2
CCOc1ccc(-n2ccnc2SCC(=O)Nc2ccc(Br)cc2)cc1	4
COC(=O)c1c(NC(=O)c2cn(C)nc2C)sc2c1CCC(C(C)(C)C)C2 (stereo unspecified)	-14

An excerpt from above in order of the 14-3-3g Raf value, ascending:
SMILES,14-3-3g Raf
CCOC(=O)C1=CN(c2ccc(C)c(C)c2)C=C(C(=O)OCC)C1c1cccc(Cl)c1,-9
O=C(CN1C(=O)CSc2ccc(S(=O)(=O)N3CCCCCC3)cc21)NCc1ccc2c(c1)OCO2,-6
CC1CC(C)(C)NC(=S)N1CCC(=O)NCCc1ccc(S(N)(=O)=O)cc1 (stereo unspecified),-2
CCOC(=O)c1c(CN2CCCCC2)n(C)c2cc(Br)c(O)c(CN(C)C)c12,3
CCOc1cc2c(cc1OCC)C1C(C(=O)NCCN3CCOCC3)c3ccccc3C(=O)N1CC2 (stereo unspecified),8

(more compounds)
SMILES	14-3-3g Raf
c1ccc(-c2oc3ncnc(NCCCn4ccnc4)c3c2-c2ccccc2)cc1	0
CCN(CC)P(=O)(/C(Cl)=C\Nc1c(C)n(C)n(-c2ccccc2)c1=O)N(CC)CC	1
Cc1ccc2nc(-c3ccc(C)c(NC(=O)COc4ccc(Br)cc4)c3)oc2c1	-16
CC1CCN(S(=O)(=O)c2ccc3nc(-c4ccncc4)cc(C(=O)NC4CCCCCC4)c3c2)CC1	-2
Cc1cc(C)c2c(=O)[nH]c(SCC(=O)N3CCOCC3)nc2n1	2
COc1ccc(NC(=O)CCN2C(=O)C3C4C=CC(C4)C3C2=O)cc1Cl (stereo unspecified)	-10
Cc1cc2cc(CN(Cc3nnnn3C3CCCCC3)CC3CCCO3)c(=O)[nH]c2cc1C (stereo unspecified)	-8
NC(=O)C1CCN(C(=O)CCn2c(=O)[nH]c3ccccc3c2=O)CC1	-4
Cc1ccc(C)c(CSc2nc3c(cnn3-c3ccccc3)c(=O)[nH]2)c1	-5
COc1ccc(C=NCC2(c3ccccc3)CCCC2)c(OC)c1	-8
CC(C)N(CCC(=O)c1ccc2ccccc2c1)Cc1ccccc1	-4
CC1=CC(C)(C)N(C(=O)CSc2nccn2C)c2cc(C)ccc21	1&-12
O=C(Cn1c(=O)n(-c2ccc(F)cc2)c(=O)c2sccc21)N1CCCC1	-7
CCn1c(SCC(=O)c2ccc3c(c2)OCCO3)nnc1-c1ccco1	-6
COC(=O)c1ccc(C2Oc3ccc(Cl)cc3C3CC(c4cccs4)=NN32)cc1 (stereo unspecified)	-3
CC(=O)NCC(=O)N(c1ccccc1)C1(C(=O)NC2CCCC2)CCCCC1	1
Cc1cccc(NC(=O)COc2ccc(C)c(C)c2)n1	2
COc1ccc(-c2nnc(SCC(=O)Nc3sc4c(c3C#N)CCC4)n2CC2CCCO2)cc1 (stereo unspecified)	2
COc1cc(C2C(C#N)=C(N)Oc3cc(C)n(CC4CCCO4)c(=O)c32)cc2c1OCO2 (stereo unspecified)	0
O=C(CC1Oc2ccccc2NC1=O)NCCc1ccccc1 (stereo unspecified)	-2
CCCCNC(=O)N1CCOCCOCCN(C(=O)NCCCC)CCOCC1	8
Cn1c(=O)c2c3c(sc2n2c(SCC(=O)c4ccc(Cl)cc4)nnc12)COC(C)(C)C3	2
CC(=O)Nc1cccc(NC(=O)CSc2ncc(-c3ccc(Cl)cc3)n2Cc2ccco2)c1	-9
Nc1nnc(-c2ccccc2Cl)s1	3&-3
CCOc1ccc(NC(=O)CSc2nc3ccsc3c(=O)n2-c2ccc(Br)cc2)cc1	-3
O=c1/c(=C\c2ccc3c(c2)OCO3)sc2n1CCCN=2	3
COC(=O)C1=C(C(=O)OC)SC(=C2C(=S)C(C)(C)N(C(=O)CN3C(=O)C4CCCCC4C3=O)c3ccc(OC)cc32)S1 (stereo unspecified)	6
CCC(=O)Nc1nonc1-c1nc2ccccc2n1Cc1ccccc1	-2
COc1ccccc1-c1cn(S(=O)(=O)c2ccc(C)cc2)nc1N	2
Cc1cccc(N2CCN(C(=O)c3ccc(SCc4cccnc4)c([N+](=O)[O-])c3)CC2C)c1 (stereo unspecified)	-17
CN1CCN(/C=N/c2c(C#N)cnn2C)CC1	3
CCOC(=O)N1CCN(C(=O)c2cc3c(=O)[nH]c4ccccc4c3s2)CC1	1
O=C(c1cccs1)N1CCN(C/C=C/c2ccccc2)CC1	1
CCCCN(C=Nc1sc2c(c1C#N)CCCCC2)CCCC	-7
CC(C)CNC(=O)Nc1cccc(Cl)c1	-7
Cc1cc(C(=O)N2CCCCCC2)cs1	1
O=C(CCC1N=C2c3ccccc3N=C(SCc3ccccc3Cl)N2C1=O)NCc1ccco1 (stereo unspecified)	-1&-8
Fc1ccccc1OCCSc1nnnn1-c1ccccc1	6
CC(=O)CSc1nc2c(c(=O)n(C)c(=O)n2C)n1CCCc1ccccc1	-4
O=C(CN1CCN(S(=O)(=O)c2ccc(F)cc2)CC1)Nc1cccc(F)c1	-3
CCOC(=O)C1CCCN(C(=O)c2cn(CC)c3ccc(S(=O)(=O)N4CCCC4)cc3c2=O)C1 (stereo unspecified)	4&-10
CC(C)CCNC(=O)C1CCCN(S(C)(=O)=O)C1 (stereo unspecified)	-2
COc1ccc(N(C2CSC2)S(=O)(=O)c2ccccc2)cc1	-6
CCOc1ccc(C(=O)N2CCN(c3ccc([N+](=O)[O-])c(NCc4ccccc4)c3)CC2)cc1[N+](=O)[O-]	-3
COCCCNC(=O)CS(=O)(=O)Cc1nc(-c2ccccc2C)oc1C	-7
Cn1cccc1Cc1nnc(SCC(=O)Nc2ccc(F)cc2)n1-c1ccc(F)cc1	8
O=C(CSc1nc2c(sc3ccccc32)c(=O)n1CCc1c[nH]c2ccccc12)NC1CCCC1	-3
CCOC(=O)c1c(-c2ccccc2)oc2c1cc(NS(=O)(=O)c1cccs1)c1ccccc12	-60
CN(C)S(=O)(=O)c1cccc(C(=O)N2CCc3ccccc32)c1	-9
CC(=O)c1cc(-c2nc3ccccc3n2C)n(C)c1	6

Continued.
SMILES	14-3-3g Raf
COC(=O)C1=C(C)N(Cc2cccnc2)C(=O)C1	-1
CN1CCN(C(=O)c2ccc3c(c2)OCCO3)CC1	4
Cc1noc(C)c1CSc1ccccc1C(=O)N1CCN(c2ccccc2)CC1	6
O=C(O)[C@@H](c1ccccc1)N1Cc2ccccc2C1=O	-5
Cc1ccc(OC(C)C(=O)N2CCc3ccccc32)cc1 (stereo unspecified)	-12
CC1=C(C(=O)Nc2ccc(C)cn2)C(c2cccc(Cl)c2)C2=C(CC(C)(C)CC2=O)N1 (stereo unspecified)	-18
O=C1CC(N2CCN(Cc3ccc4c(c3)OCO4)CC2)C(=O)N1c1ccccc1Cl (stereo unspecified)	2
Cn1c(=O)n(CC(N)=O)c2ccccc21	2
COc1ccc(Nc2nc(C)c3ccccc3n2)cc1	-6
Cc1cccc(N2CCN(C(=O)Cn3ccc4ccccc4c3=O)CC2C)c1 (stereo unspecified)	2
Cc1ccc(NC(=O)C2C3C=CC4(O3)C2C(=O)N(Cc2cccnc2)C4C(=O)NC2CCCCC2)cc1C (stereo unspecified)	-2
CN1CCN(C(=O)CSc2nc(-c3cccs3)cc(C(F)(F)F)n2)CC1	-7
Cc1ccc(C(c2ccccc2)(c2ccccc2)c2ccccc2)o1	0
CCCCN(C)C(=O)c1cc2c(=O)n3cccc(C)c3nc2s1	-5
Cc1ccc(-n2c(=O)c3ccccc3n(CC(=O)N3CCC(C)CC3)c2=O)cc1	-7
O=C(CSc1cccc2cccnc12)OCC(=O)c1ccc(F)cc1	-11
C=CCOC(=O)C1=C(C)NC(=O)NC1c1cn(-c2ccccc2)nc1-c1cccs1 (stereo unspecified)	-3&-6
COc1cccc(NC(=O)CN2C(=O)c3ccccc3C2=O)c1	-9
NC(=O)Cn1c(=O)n(Cc2cccs2)c(=O)c2cc(Cl)ccc21	1
O=C(Nc1ccc(NC(=O)c2cccs2)cc1Cl)c1ccco1	0
O=C(O)c1ccc(C2CCCCC2)cn1	7
Nc1nc(Cl)nc2c1ncn2[C@@H]1O[C@H](COP(=O)(O)OP(=O)(O)OP(=O)(O)O)[C@H](O)C1O (stereo partly specified)	-4
COC(=O)Cn1c2ccc(OC)cc2c2nc3ccccc3nc21	0
CCN(CC)CCNC(=O)Cc1n[nH]c(=O)c2ccccc12	1
S=c1sc2c(N3CCOCC3)ncnc2n1-c1ccccc1	-1
CCOc1cccc2c1OC1(C)C(C(=O)N(C)C)C2NC(=S)N1c1ccccc1C (stereo unspecified)	1
O=C(OCC1CCCN2CCCCC12)c1cc2ccccc2oc1=O (stereo unspecified)	-2
CN(CCCNC(=O)c1cn(C)c2ccc(S(=O)(=O)N(C)C)cc2c1=O)c1ccccc1	3
COc1ccc(C2=NOC(C(=O)N3CCCCCC3)C2)cc1OC (stereo unspecified)	-3
COc1ccc(-c2nc(SCC(=O)Nc3ccc(Br)cc3)c3c(=O)n(C)c(=O)n(C)c3n2)cc1	-2
COC(=O)c1ccc(CSc2nc(C(F)(F)F)c3c(c2C#N)CCC3)o1	-15&-12
O=C(Nc1ccc([N+](=O)[O-])cc1)c1cc(-c2ccccc2)nc2c(Cl)cccc12	-32
O=C(NCc1cccnc1)N(c1ccccc1)c1ccccc1	8
CCc1cccc(C)c1NC(=O)c1cc(S(=O)(=O)NCCc2ccccc2)ccc1F	-1
CN(C)CCNC(=O)C12CC3(C)CC(C)(CC(C)(C3)C1)C2	4&1
CCN1CCCC1CNC(=O)C1CCN(Cc2nc(-c3cccc(Br)c3)oc2C)CC1 (stereo unspecified)	-4
O=C(Nc1ccc2c(c1)OCO2)C1CCN(S(=O)(=O)c2ccc3c(c2)OCCO3)CC1	-8
Cc1ccc(N2C(=O)CSC2c2ccccc2F)cc1F (stereo unspecified)	5

This is a subset. The share of hits here may be higher or lower than overall.
